# Screening results (PubChem)
# Pf growth 96h – inhibits malaria parasite growth, 96 h; P. falciparum luciferase reporter growth, 96 h; Potency, µM (titrated, usually from 28.7 µM), without a hit: top-dose activity change, negative = inhibition, hits mostly inhibitors; actives 6.9% (n = 320,000); also: potency is read from the fitted curve at half-maximal effect; % is scaled to controls: 0 for no effect and ±100 for the full control effect
#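 Readout is luminescence from an integrated firefly luciferase in P. falciparum. Red cells, 2% hematocrit and 0.05% parasitemia final, were cultured with compound through two parasite generations (96 hours) at 37 C, 5% CO2.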
# Giardia FBPA inh – Giardia lamblia aldolase inhibition; AID 2451; purified Giardia FBPA; Potency, µM (series often up to 59.6 µM), for the others: top-dose activity, negative = inhibition, actives largely listed as inhibitors; actives 0.71% (n = 290,000); A8B2U2; also: potency is read from the fitted curve at half-maximal effect; % is scaled to controls: 0 for no effect and ±100 for the full control effect; nearly all actives have a fitted effect of over 55% in size
# Target sequence (A8B2U2 whole entry, looked up): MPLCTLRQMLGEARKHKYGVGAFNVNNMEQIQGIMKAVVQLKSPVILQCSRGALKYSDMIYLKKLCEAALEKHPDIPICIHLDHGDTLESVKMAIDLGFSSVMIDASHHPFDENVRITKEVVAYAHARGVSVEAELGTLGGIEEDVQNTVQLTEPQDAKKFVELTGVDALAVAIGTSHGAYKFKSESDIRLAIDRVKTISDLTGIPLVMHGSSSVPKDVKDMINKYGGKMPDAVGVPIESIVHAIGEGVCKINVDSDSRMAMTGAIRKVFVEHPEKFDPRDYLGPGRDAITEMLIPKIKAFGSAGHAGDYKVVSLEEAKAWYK
#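 Giardia FBPA (40 nM reagent) was preincubated 10 min at RT with compound (up to 57.5 uM final), then substrate plus GAPDH/TPI/NAD/arsenate coupling system with diaphorase/resazurin was added; resorufin fluorescence (525/598 nm) was read after 20 min.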
# Sm TGR inh – blocks Schistosoma mansoni thioredoxin glutathione reductase; Q962Y6; purified TGR, DTNB reduction, TNB absorbance 405 nm; Potency, µM (titrated, usually from 114 µM), for inactives: at the top dose activity change, negative = inhibition, most hits filed as inhibitors; actives 3% (n = 360,000); AID 485364; also: potency is read from the fitted curve at half-maximal effect; % is scaled to controls: 0 for no effect and ±100 for the full control effect; nearly all actives have a fitted effect of over 60% in size
#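 First, TGR (20 nM dispensed) and NADPH were mixed with compound. Second, a 15 min room-temperature incubation followed. Third, further NADPH and then DTNB were added to start the reaction. Finally, TNB absorbance was monitored kinetically.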
# Shiga inhibitor – Shiga toxin inhibition; Vero cells, Shiga toxin protein synthesis inhibition reporter; inhibition, % at 38.7 µM; actives 9.2% (n = 290,000); in the data active = inhibition mostly above about 28%, no sharp cut-off; inactive = mostly below about 43%; also: 0% is about no effect
# Pf growth 48h – P. falciparum growth inhibition at 48 hours (one generation) | P. falciparum luciferase growth in erythrocytes, 48 h | actives 5.9% (n = 310,000) | Potency, µM (titrated, usually from 28.7 µM), for the others: at the highest dose activity change, negative = inhibition, actives largely listed as inhibitors; also: potency is read from the fitted curve at half-maximal effect; % is scaled to controls: 0 for no effect and ±100 for the full control effect
#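 Erythrocytes infected with P. falciparum carrying an integrated firefly luciferase reporter (2% hematocrit, 0.1% parasitemia final) were exposed to compounds in RPMI 1640 with 0.5% Albumax at 37 C, 5% CO2. Growth inhibition was scored as reduced luminescence.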
# CHX counter – counter-screen hit for Shiga toxin inhibitors, cycloheximide. cell reporter, cycloheximide protein synthesis inhibition counterscreen. max response, %. actives 12% (n = 300,000); in the data active = max response mostly above about 13%, no sharp cut-off; inactive = mostly below about 14%; also: read at 38.3 µM for the half of the compounds with a filed dose; 0% is about no effect
# * marks the source's active call; other numbers are inactive results; ? = inconclusive; . = no result given; & = joins results of further samples; [ ] = another dose, or the depositor's remark. Unless noted, calls follow the shape of the dose curve; as a rule, active = well fitted curve in the direction sought with a large enough effect; inconclusive = small, poorly fitted or top-dose-only effect, or another doubt; inactive = no such curve, though single readings can be large; an effect the other way counts as inactive or inconclusive. Rows are unselected. About 24% of those tested had a hit in this group.
# The first two records as a preview:
item	canonical_smiles	Pf growth 96h	Giardia FBPA inh	Sm TGR inh	Shiga inhibitor	Pf growth 48h	CHX counter
1	CC(OC(=O)c1cc(=O)c2cc(Cl)ccc2o1)C(=O)N1CCCC1 (configuration not stated)	15%	.	0%	.	-25%	.
2	N#Cc1ccc(NC(=O)Cn2cnc(S(=O)(=O)N3CCc4ccccc43)c2)cc1	12µM*	0%	-6%	1	1%	14

# Results, previewed entries included:
item	canonical_smiles	Pf growth 96h	Giardia FBPA inh	Sm TGR inh	Shiga inhibitor	Pf growth 48h	CHX counter
1	CC(OC(=O)c1cc(=O)c2cc(Cl)ccc2o1)C(=O)N1CCCC1 (configuration not stated)	15%	.	0%	.	-25%	.
2	N#Cc1ccc(NC(=O)Cn2cnc(S(=O)(=O)N3CCc4ccccc43)c2)cc1	12µM*	0%	-6%	1	1%	14
3	C#CCOCCOCCOCCNc1nc(N2CCOCC2)nc(N2CCN(C(=O)[C@H]([C@@H](C)O)n3cc(CCCCN)nn3)CC2)n1	?	?	-3%	-4	-3%	2
4	O=C(NCC1CCCO1)NC1CCCCC1 (configuration not stated)	33%	0%	7%	-1	46%[activator]	4
5	C=C(C)c1cccc(C(C)(C)NC(=O)N2CCCCC2CC)c1 (configuration not stated)	.	2%	4%	-2	?	-2
6	COc1ccc(CNC(=O)c2sc3nc4c(c(C(F)(F)F)c3c2N)CCC4)cc1	?	-6%	-10%	10	-1%	-2
7	CCC(C)NC(=O)C(Cc1ccccc1)NS(=O)(=O)c1cccc2nsnc12 (configuration not stated)	48%[activator]	3%	12%	-7	-9%	-4
8	Cc1cc(=O)[nH]c(SCC(=O)Nc2c(C)n(C)n(-c3ccccc3)c2=O)n1	-12%	.	3%	.	-10%	.
9	Cc1ccc(N2C(=O)c3ccccc3C2Nc2ccccc2)nc1 (configuration not stated)	10µM*	-2%	10%	30	.	10
10	CCCCCOC(=O)Cc1c(O)c2ccccc2n(C)c1=O	-6%	-3%	4µM*	-12	22%	-4
11	Cc1nc2cc(NC(=O)CSc3nc4c(C)cccc4cc3C#N)ccc2s1	36%[activator]	0%	4%	-17	28%	-3
12	COc1ccc(-c2noc(CCC(=O)N3CCN(Cc4ccccc4)CC3)n2)cc1	87%[activator]	2%	-3%	-8	.	-3
13	NC1=NC(=O)C(Cc2cc(Cl)ccc2Cl)S1 (configuration not stated)	?	3%	1%	-6	31%[activator]	3
14	Cc1cccc(CCNC(=O)C2CCCN(c3ncnc4c3nc3n4CCCCC3)C2)c1 (configuration not stated)	12µM*	-15%	-2%	10	?	-3
15	CCC(=O)c1ccc(OC(C)C(=O)NC2(C#N)CCCCC2)cc1 (configuration not stated)	33%[5.75 µM]	3%	-3%	11	-20%	-1

# Some of these compounds in order of count of non-hydrogen atoms, falling.
item	canonical_smiles	Pf growth 96h	Giardia FBPA inh	Sm TGR inh	Shiga inhibitor	Pf growth 48h	CHX counter
14	Cc1cccc(CCNC(=O)C2CCCN(c3ncnc4c3nc3n4CCCCC3)C2)c1 (configuration not stated)	12µM*	-15%	-2%	10	?	-3
7	CCC(C)NC(=O)C(Cc1ccccc1)NS(=O)(=O)c1cccc2nsnc12 (configuration not stated)	48%[activator]	3%	12%	-7	-9%	-4
9	Cc1ccc(N2C(=O)c3ccccc3C2Nc2ccccc2)nc1 (configuration not stated)	10µM*	-2%	10%	30	.	10

# Later entries.
item	canonical_smiles	Pf growth 96h	Giardia FBPA inh	Sm TGR inh	Shiga inhibitor	Pf growth 48h	CHX counter
16	Cc1ccc(-c2csc3ncnc(-n4nnc5ccccc54)c23)cc1C	?	-4%	1%	13	?	-1
17	CCc1cccc(CC)c1NC(=O)CN1CC(C)SC1=NC1CCCCC1 (configuration not stated)	?	1%	14%	-4	?	-2
18	CCOCCCN(CC(=O)NC1CCCC1)C(=O)C(=O)Nc1ccc2c(c1)OCCO2	0%	3%	0%	35	0%	10
19	Cc1cc(S(=O)(=O)NC2CCCCC2)ccc1OCC(=O)NCc1ccccn1	?	24%	-9%	20	13µM*	-3
20	O=C(COc1ccccc1-c1ccccc1)Nc1ccc(S(=O)(=O)NCc2ccco2)cc1	?	-6%	-3%	23	.	9
21	Cc1cc(C)nc(N/N=C/c2cn[nH]c2-c2ccc(F)cc2)n1	11%	-14%	8%	54	2%	-1
22	O=C(N/C(=C/c1cccc([N+](=O)[O-])c1)C(=O)N1CCCCC1)c1ccco1	-18%	3%	-1%	-3	7%	-2
23	COc1ccccc1C(=O)Nc1sc2c(c1C(=O)NCc1ccco1)CCCC2	75%[activator]	-1%	-7%	5	.	-2
24	COc1cccc(-c2nn(C)c3sc(C(=O)NCCCN(C)Cc4ccccc4)cc23)c1	57%[activator]	6%	5%	-4	2.1µM*	-3
25	CN(C(=O)CSc1nnc(-c2c[nH]c3ccccc23)o1)C1CCS(=O)(=O)C1 (configuration not stated)	-13%	0%	-9%	-2	0%	1
26	O=C(CN(C(=O)CNC(=O)c1cccs1)c1ccc2c(c1)OCCO2)NC1CCCC1	12%	1%	1%	-7	10%	0
27	COc1ccc(NC(=O)CN(C)S(=O)(=O)c2ccc(Cl)cc2)cc1Cl	156%[activator]	1%	2%	-8	19%	-2
28	Cc1ccc(C(=O)Nc2cnc3ccccc3c2)cc1	-89%	-5%	-3%	-28	.	-10
29	CC(=O)NC12CC3CC(C1)CC(C(=O)Nc1nc4ccc(S(C)(=O)=O)cc4s1)(C3)C2	-31%	.	-11%	6	?	0
30	COC(=O)C1=C(c2ccccc2)C[C@@H]2CC[C@H]1N2C	21%	.	-11%	.	35%[activator]	.
31	O=C(O)c1ccc2c(c1)C(=O)N(CCC1=CCCCC1)C2=O	384%[activator]	?	-31%	13	-4%	-2
32	O=[N+]([O-])c1cc(Br)c2nsnc2c1N1CCOCC1	6%	9%	-13%	-5	34%[activator]	-3
33	O=[N+]([O-])c1cccc(-c2ccc(SCc3cccnc3)nn2)c1	98%[activator]	-6%	0%	52	10%	44*
34	Cn1c(CCN2CCCCC2)nc2cc([N+](=O)[O-])ccc21	-2%	1%	0%	-7	-16%	1
35	CCOC(=O)CC1NC(=O)c2ccccc21 (configuration not stated)	?	.	0%	-5	19%	20
36	CCN(CC)c1cc(C)c(C#N)c2nc3ccccc3n12	?	13%	23%	-4	5.9µM*	-2
37	CC1CC(=O)N(CC(=O)NCc2ccc3c(c2)OCO3)c2ccccc2S1 (configuration not stated)	?	-3%	-1%	-11	-22%	8
38	O=C(N1CCN(c2ccccc2)CC1)C(F)(F)C(F)(F)F	-6%	3%	-8%[11.4 µM]	-10	.	-1
39	Cc1cc(S(=O)(=O)N2CCOCC2)ccc1OCC(=O)Nc1cccc(F)c1	7%	-5%	0%	-14	?	6
40	CCOC(=O)c1sc2ncn(CC(=O)NCC3CCCO3)c(=O)c2c1C (configuration not stated)	32%[activator]	4%	-4%	-5	0%	-1
41	O=C(CNc1n[nH]c(=O)[nH]c1=O)N/N=C/C1CC=CCC1 (configuration not stated)	-3%	0%	5%	38	21%	5
42	Cc1ccccc1Nc1nn2c(=O)c3ccccc3nc2s1	2.6µM*	0%	14%	21	80%[activator]	11
43	CCOC(=O)c1ccc(NC(=O)COc2ccc(S(=O)(=O)NC(C)(C)C)cc2)cc1	-23%	5%	-10%	11	?	-2
44	Cc1ccc2cc(C#N)c(SCc3nnc(-c4ccccc4[N+](=O)[O-])o3)nc2c1	-6%	-5%	1%	-11	11%	1
45	Cc1nc2cc(C(F)(F)F)ccc2n1CCNc1nc(-c2cc(Cl)c(N)c(Cl)c2)cs1	?	-7%	2%	-2	?	-1
46	Cc1c(-c2cc[n+]([O-])cc2)oc2ccc(Br)cc2c1=O	16%	0%	?	43	?	14
47	COCc1cc(=O)[nH]c(Nc2nc3ccc(C)cc3o2)n1	?	-21%	-18%	82*	2.9µM*	43*
48	Cc1ccc(S(=O)(=O)N/N=C\c2cccnc2)cc1	?	-3%	7%	5	-28%	0
49	CCOc1ccc(C(=O)NCc2ccccn2)cc1	38%[activator]	1%	0%[11.4 µM]	7	.	11
50	CCCn1c(-c2cc(OC)c(OC)c(OC)c2)nc2nc3ccccc3nc21	?	0%	-1%	-13	?	-3
51	CC(C)C(NC(=O)OCc1ccccc1)C(=O)NC(Cc1ccc(O)cc1)C(=O)O (configuration not stated)	11%	-4%	?	-7	.	-4
52	C/C(=N\NS(=O)(=O)c1ccc(C)c([N+](=O)[O-])c1)c1ccc2c(c1)OCO2	23%	1%	-21%	19	6%	27*
53	COc1ccccc1CNC(=O)C1CCN(S(=O)(=O)c2c(C)noc2C)CC1	-2%	12%	0%	8	10%	4
54	NC(=O)CNC(=O)[C@@H]1CC2(CC(c3ccc(Cl)cc3)=NO2)CN1C(=O)c1ccc(Br)cc1 (some centres not stated)	?	-9%	-20%	11	-13%	4
55	CCOC(=O)C1CCN(C(=O)Cn2c(=O)c3cccn3c3cccnc32)CC1	22%	-4%	2%	-14	-2%	-4
56	CCCCn1c(N)c(N(CC(C)C)C(=O)CCCn2c(=O)oc3ccccc32)c(=O)[nH]c1=O	10%	.	-11%	.	?	.
57	COc1ccc(C(OC(=O)c2c(C)noc2C)C(=O)NC2CCCC2)cc1 (configuration not stated)	17%	7%	-1%	15	?	-1
58	Cc1ccc(NC(=S)NCC(O)c2ccccc2)c(C)c1 (configuration not stated)	-22%	-3%	4%	8	-20%	2
59	CCCCn1nc2cc(C(=O)NC3CCCc4ccccc43)ccc2c1OCC (configuration not stated)	?	2%	-13%	-8	-28%	2
60	CCN(CC)S(=O)(=O)c1ccc(C)c(NC(=O)Cn2cnc3cc([N+](=O)[O-])ccc3c2=O)c1	?	0%	0%	-11	?	-3
61	O=C1NN(c2ccccc2)C(=O)/C1=C\c1cccc(OC(=O)c2cccs2)c1	.	-15%	35µM*	-31	.	-2
62	Cc1ccc(O)c(-n2nc3ccccc3n2)c1	?	1%	-4%	90*	97%&157%[activator]	44*
63	CCN(CC)S(=O)(=O)c1ccc(N2CCOCC2)c(NC(=O)COc2ccc(C#N)cc2)c1	-25%	0%	-1%	5	?	0
64	O=C(/C=C/c1ccc([N+](=O)[O-])cc1)NCc1cccs1	-7%	-13%	4%	13*	37%[activator]	38*
65	O=C(Nc1c(-c2ccccc2)nc2ccccn12)c1ccccc1	-30%	12%	3%	19	?	5
66	Cc1cc(C)c2c(=O)n(CC(=O)N3CCC(Cc4ccccc4)CC3)sc2n1	11%	-3%	-32%	-7	-2%	-7
67	O=C(Nc1nnc(S(=O)(=O)Cc2ccc(F)cc2)s1)c1ccccc1F	?	.	-6%	8	11%	6
68	CCC(=O)Oc1ccc2oc(=O)cc(C)c2c1	-2%	0%	2%	14	11%	10
69	CC(C)C(O)(C#CCN1CCCCC1)C(C)C	?	-3%	5%	38	1%	-1
70	CCOC(=O)N1CCN(C(=O)CN2C(=O)COc3ccc(S(=O)(=O)N4CCOCC4)cc32)CC1	20%	.	3%	-6	-20%	4
71	O=C(/C=C/c1ccccc1)N1CCN(S(=O)(=O)c2ccc(F)cc2)CC1	15%	1%	-5%	-8	?	-3
72	CCN(CC)S(=O)(=O)c1cc(NC(=O)CN2C(=O)NC3(CCCc4ccccc43)C2=O)ccc1C (configuration not stated)	?	1%	-13%	3	?	1
73	CN(C(=O)COC(=O)c1ccc(=O)n(Cc2ccccc2)n1)C1CCS(=O)(=O)C1 (configuration not stated)	42%[activator]	.	0%	.	10%	.
74	O=C(Nc1nnc(CCN2CCCCC2)s1)c1ccccc1	-13%	-1%	-1%	40	85%[activator]	33*
75	O=C(NCCN1CCCCC1)c1ccc(=O)oc1	-15%	-4%	3%	13	10%	-5
76	Cn1cccc1/C=C1/C(=O)NC(=O)N(Cc2ccc(F)cc2)C1=O	6%	5%	-11%	-17	5%	1
77	Cc1cccc(C(=O)NN/C=C/C(=O)c2ccccc2)c1	110%[activator]	-19%	-39%	56*	-15%	31*
